SRC2 inh = inhibition of GAL4-SRC2 driven luciferase reporter, primary screen, SRC2 inhibitor project, cell-based, luminescence; actives 0.17% (n = 370,000); inhibition, % at 9 µM; Nuclear receptor coactivator 2 (Homo sapiens), Q15596; HEK293 GAL4-SRC2 luciferase reporter;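 active = inhibition above the mean inhibition of all tested compounds plus 3 SD, set per campaign, cut at about 52% in these data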;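 note: 0% = DMSO treated cells and 100% = cells given Gossypol at 36 µM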
TROY signal inh = inhibitors of TROY-driven NF-kB signaling, primary screen, Q293 LMP1-TROYcd cells, NF-kB luciferase, uHTS; inhibition, % at 10 µM; Q293 LMP1-TROYcd NF-kB luciferase reporter, 4 h; actives 0.98% (n = 360,000);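 active = compounds whose plate-normalised and pattern-corrected inhibition of the luciferase reporter signal at the single screening dose is 50% or more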
NOD2-RIPK2 inh = NOD2-RIPK2 binding disruptors in cells, primary screen, fluorescence, CHO cells, BLA complementation. CCF4 ratio. inhibition, % at 4.98 µM. actives 0.38% (n = 360,000); in the data active = inhibition above about 21%;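 note: 0% = vehicle only and 100% = reference blocker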
LRH-1 inv ag = LRH-1 (NR5A2) inverse agonists, primary screen, cell-based, luminescence, HEK293T, StAR-luciferase reporter; inhibition, % at 3.6 µM; actives 0.13% (n = 360,000); LRH-1 transfected, 24 h; Nuclear receptor subfamily 5 group A member 2 (Homo sapiens), O00482;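 active = inhibition above the mean inhibition of all tested compounds plus 3 SD, cut at about 73% in these data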;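 note: 0% = DMSO wells and 100% = reporter-only cells lacking LRH-1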
TWEAK Fn14 block = inhibitors of TWEAK-Fn14 signaling, primary screen, luciferase reporter cells, uHTS | actives 2% (n = 360,000) | TWEAK-stimulated Fn14 reporter cells, luciferase luminescence, 8 h | inhibition, % at 10 µM | AID 1159606, 2016; in the data active = inhibition above about 50%
TLR9-MyD88 inh = inhibitors of TLR9-MyD88 association in cells, primary screen, cell-based, CHO, BLA complementation, fluorescence; Toll-like receptor 9 (Homo sapiens) + Myeloid differentiation primary response protein …; CCF4 FRET ratio; inhibition, % at 4.98 µM; actives 0.21% (n = 340,000); AID 504734, 2011;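 active = inhibition above the mean over all tested compounds plus 3 SD, cut at about 21% in these data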;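 note: 0% = DMSO only wells and 100% = clavulanate BLA inhibitor control wells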
COUP-TFII inh = NR2F2 transcriptional activity inhibitors, primary screen, cell-based, luciferase reporter, HEK293T, luminescence; actives 0.7% (n = 370,000); inhibition, % at 8.6 µM; HEK293T NGFI-A luciferase reporter; COUP transcription factor 2 (Homo sapiens), P24468;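 active = inhibition above a per-plate cutoff, mean inhibition of test wells between control levels plus 3 SD, cut at about 38% in these data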;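 note: cells cotransfected with COUP-TFII expression vector driving the NGFI-A reporter; 0% = median of COUP-TF2 test wells and 100% = reporter-only cells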
SRC3 inh = SRC3 coactivator transcriptional activity inhibitors, primary screen, cell-based, luminescence; actives 0.17% (n = 360,000); Nuclear receptor coactivator 3 (Homo sapiens), Q9Y6Q9; HEK293 GAL4-SRC3 luciferase reporter; AID 588352, 2011; inhibition, % at 3.6 µM;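 active = inhibition above a per-campaign cutoff, the mean of all compounds plus 3 SD, cut at about 60% in these data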;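 note: 0% = DMSO-treated cells and 100% = gossypol-treated cells at 36 µM; higher means less SRC3-driven luciferase light from the GAL4 reporter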
TRAIL sens C8 = viability loss with TRAIL in NB7+C8 cells, primary screen, TRAIL sensitizer project, cell-based, ATPlite luminescence; actives 1% (n = 360,000); AID 624354, 2012; inhibition (viability loss, TRAIL sensitization), % at 10 µM;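 active = compounds causing at least 50% loss of cell viability in the single-dose screen, relative to plate controls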
EBV LMP1 NFkB = EBV LMP1-driven NF-kappaB luciferase reporter inhibitors, primary screen, cell-based, luminescence, single point. LMP1-induced NF-kappaB luciferase reporter cells. inhibition, % at 12.5 µM. actives 0.69% (n = 350,000); in the data active = inhibition above about 41%;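 note: 0% = neutral control wells and 100% = reference inhibitor control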
NCOA1 inh = SRC1 coactivator transcriptional activity inhibitors, primary screen, cell-based, luminescence; inhibition, % at 3.6 µM; actives 0.12% (n = 360,000); HEK293 GAL4-SRC1 luciferase reporter; Nuclear receptor coactivator 1 (Homo sapiens), Q15788;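 active = inhibition above the campaign mean plus 3 SD, with each screening campaign given its own cutoff, cut at about 60% in these data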;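 note: 0% = DMSO treated cells and 100% = gossypol at 36 µM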
Starred values were filed as active, the others as inactive; . = no result given. An excerpt, so the mix of outcomes need not match the whole.

SMILES | SRC2 inh | TROY signal inh | NOD2-RIPK2 inh | LRH-1 inv ag | TWEAK Fn14 block | TLR9-MyD88 inh | COUP-TFII inh | SRC3 inh | TRAIL sens C8 | EBV LMP1 NFkB | NCOA1 inh
COCCCNC(=S)NNC(=S)Nc1ccccc1 | -33 | -39 | -6 | -47 | -7 | . | 1 | -17 | -3 | 5 | -44
CN(C)CCCOC(=O)c1cc2ccccc2o1 | -19 | -10 | 4 | -5 | 9 | -12 | 14 | 11 | -9 | 0 | -6
O=C(C1=COCCO1)N1CCN(S(=O)(=O)c2cccc(Cl)c2Cl)CC1 | -10 | -1 | -1 | 13 | -1 | -3 | 2 | 3 | 32 | 9 | -15
ClCCn1cnc2c(SCc3ccccc3)ncnc21 | -26 | -41 | -1 | -194 | -66 | 12 | -80 | -151 | 12 | 14 | -59
COc1cccc(NS(=O)(=O)c2ccc3c(c2)C2C=CCC2C(c2ccc(C(=O)O)cc2)N3)c1 (stereo unspecified) | 19 | 15 | -4 | 6 | -9 | 7 | -4 | 20 | -9 | -6 | 7
CC(C)(C)NC(=O)CN(Cc1ccc2c(c1)OCO2)C(=O)CCC(=O)Nc1nccs1 | -24 | 13 | 5 | 6 | 0 | -1 | 4 | 3 | -7 | -10 | 6
O=C(Nc1nc2ccc([N+](=O)[O-])cc2s1)C1CCCO1 (stereo unspecified) | -57 | -40 | 0 | -45 | 13 | 1 | -29 | -68 | -10 | -5 | -95
Cc1c(C(=O)N2CCCCC2)c(S(=O)(=O)Nc2cccc(Br)c2)c(C)n1C | 0 | 1 | -7 | -7 | 10 | -1 | 8 | -11 | 11 | 2 | -6
Cc1ccc(S(=O)(=O)N2CCCCC2CCNC(=O)C(=O)NC2CC2)cc1 (stereo unspecified) | -4 | -4 | 8 | -20 | 1 | 6 | -13 | 4 | -17 | 1 | -17
C=CCn1c(CCc2ccc(OC(C)C)cc2)n[nH]c1=S | -16 | -33 | -6 | -39 | -18 | 3 | -18 | -29 | -2 | 6 | -12
O=C(CN1CCc2ccccc2C1)Nc1ccc(OC(F)(F)F)cc1 | -15 | -10 | -12 | 2 | -22 | 0 | -15 | -3 | -5 | -1 | 2
OC(c1cccnc1)c1nc(-c2cccc(F)c2)cs1 (stereo unspecified) | -5 | 4 | -1 | 1 | -3 | . | 19 | -10 | -14 | . | -10
O=C1NC(=O)C(Cc2c[nH]c3ccccc23)N1 (stereo unspecified) | -22 | -2 | -4 | -12 | 11 | -10 | -24 | 5 | -13 | -5 | -15
Cc1cc([N+](=O)[O-])nn1CC(=O)N/N=C/c1ccccc1Br | 8 | -3 | 0 | 11 | -20 | -2 | 2 | 25 | 0 | -3 | -3
Cc1cc(C)c(S(=O)(=O)NC(CC(=O)O)c2cccc([N+](=O)[O-])c2)c(C)c1 (stereo unspecified) | -6 | -4 | -3 | -3 | -6 | 10 | -3 | 13 | -6 | 2 | -9
Cc1ccc(C2=NN(C)c3nc4ccccc4n3C2)cc1 | -33 | -27 | 13 | -9 | -8 | 6 | -1 | -14 | 0 | -17 | -31
Cc1ccc(C(=O)NCc2ccco2)o1 | -11 | -14 | 7 | -12 | 17 | 6 | -11 | -13 | 33 | 4 | 4
Cc1oc(-c2ccccc2Cl)nc1Cn1cccc1C1=NC(c2ccccc2)CO1 (stereo unspecified) | 5 | 14 | -6 | -11 | -17 | -2 | 5 | -19 | 9 | 16 | 3
COc1cc2c(cc1OC)CN(C(=O)Cc1ccccc1)CC2 | -5 | 15 | 1 | -13 | -7 | 5 | -30 | 5 | 11 | 5 | -27
NS(=O)(=O)c1ccc(CCNC(=O)C(=O)Nc2cc3c4c(c2)CC(=O)N4CCC3)cc1 | -11 | 1 | -7 | -5 | -2 | -5 | -12 | -22 | -4 | 6 | -10

One compound at a time (already shown). Values in the order: SRC2 inh	TROY signal inh	NOD2-RIPK2 inh	LRH-1 inv ag	TWEAK Fn14 block	TLR9-MyD88 inh	COUP-TFII inh	SRC3 inh	TRAIL sens C8	EBV LMP1 NFkB	NCOA1 inh
`Cc1cc(C)c(S(=O)(=O)NC(CC(=O)O)c2cccc([N+](=O)[O-])c2)c(C)c1` (stereo unspecified) is listed with -6	-4	-3	-3	-6	10	-3	13	-6	2	-9
`Cc1oc(-c2ccccc2Cl)nc1Cn1cccc1C1=NC(c2ccccc2)CO1` (stereo unspecified) is listed with 5	14	-6	-11	-17	-2	5	-19	9	16	3

Next section
SMILES | SRC2 inh | TROY signal inh | NOD2-RIPK2 inh | LRH-1 inv ag | TWEAK Fn14 block | TLR9-MyD88 inh | COUP-TFII inh | SRC3 inh | TRAIL sens C8 | EBV LMP1 NFkB | NCOA1 inh
COc1ccc(CNC(=O)CCS(=O)(=O)c2ccc3c(c2)CCN3C(C)=O)cc1 | 2 | -3 | 1 | 9 | -2 | -2 | 0 | -4 | -8 | 4 | 16
Cc1nc(Oc2ccccc2)c2oc3ccccc3c2n1 | -28 | -2 | 10 | -13 | 12 | -3 | 2 | 2 | -4 | 2 | -21
COc1ccc2ccccc2c1CN(C)Cc1ccccc1 | 5 | 29 | -4 | 0 | -19 | -3 | -20 | -12 | 16 | 8 | -19
O=C(Cc1cc(=O)oc2cc(O)ccc12)N[C@@H](Cc1c[nH]c2ccccc12)C(=O)O | 13 | -4 | 0 | 0 | 22 | 6 | -17 | -13 | -1 | 2 | -13
O=C(Nc1cccc(Cl)c1)C1C2C=CC3(O2)C1C(=O)N(CCN1CCCCC1)C3C(=O)NC1CCCCC1 (stereo unspecified) | -21 | 5 | -4 | -7 | 4 | -7 | -6 | -6 | 1 | -9 | -13
O=C(CSc1ccccc1)NCCSCc1ccccc1 | -7 | -31 | 11 | -16 | -17 | -2 | 6 | -8 | 16 | 6 | -17
CC1CCCCC1NC(=O)c1cccc(S(=O)(=O)N2CCN(Cc3ccccc3)CC2)c1 (stereo unspecified) | 9 | 22 | 7 | 5 | 11 | -8 | 18 | -4 | -15 | 3 | -8
Cc1ccc(/C=C(\C#N)c2nn(-c3ccccc3)c(N)c2C#N)cc1 | 8 | 5 | -5 | -27 | 11 | 0 | -16 | 5 | -1 | 2 | -2
CCOc1cc(-c2sc(Nc3ccccc3)n[n+]2-c2ccc(F)cc2)ccc1OC | 26 | 7 | -9 | 8 | -22 | -5 | 2 | 2 | 5 | -5 | -33
COC(c1ccccc1)c1nnc(CCC(=O)NCc2cccc(-n3cccn3)c2)o1 (stereo unspecified) | 11 | 1 | -2 | 6 | 15 | -4 | -1 | 11 | -5 | 7 | 10
O=S(=O)(Nc1ccccc1)c1cccc2nsnc12 | 17 | 7 | -3 | -15 | 15 | -4 | 6 | -20 | 6 | 1 | -6
O=C(NC1CCCC1)c1nc2c(nnn2Cc2cccc(Cl)c2)c(=O)[nH]1 | -12 | 28 | 10 | 8 | 3 | -5 | 0 | -7 | -8 | 5 | -6
COc1ccc(-c2c(C(F)(F)F)[nH]n3c(=O)cc(-c4ccccc4)nc23)cc1 | -21 | 51* | -11 | 7 | -17 | 6 | 11 | 16 | -3 | -2 | -41
Cc1ccccc1N(CC(=O)NC1CCCCC1)C(=O)c1csnn1 | 2 | 7 | -6 | -7 | 9 | 3 | -6 | 13 | -18 | 3 | 3
NC(=O)CN1CCCN(S(=O)(=O)c2ccc(Br)cc2)CC1 | -4 | 3 | -6 | -13 | -17 | 7 | 22 | 9 | 1 | 1 | -1
COc1ccc(-c2cc3c(=O)n(CC(=O)NCc4ccc(Cl)cc4)ncn3n2)cc1 | -8 | -33 | -1 | -18 | -48 | 4 | -6 | 4 | 11 | -48 | -1
CCOc1ccc(C2C(C(=O)c3ccco3)=C(O)C(=O)N2CCCn2ccnc2)cc1OCC (stereo unspecified) | -21 | -6 | 10 | -2 | -13 | -4 | 5 | 16 | -5 | 0 | -7
Cc1ccc(C(=O)Nc2ccc(F)cc2)cc1NC1=NC2CS(=O)(=O)CC2S1 (stereo unspecified) | -24 | -5 | 3 | 0 | 6 | 7 | -13 | -5 | 9 | 4 | -3
O=C1NC2(CCCCCC2)C(=O)N1Cc1cccc(Cl)c1 | -23 | -16 | -4 | 5 | -7 | 3 | 17 | 10 | -11 | -2 | 9
O=C(O)/C=C/c1cnc2ccccc2c1 | -10 | -14 | 0 | -9 | -7 | -5 | 15 | -5 | 12 | -6 | -12
O=C1N/C(=N/O)S/C1=C\c1ccccc1-n1cccn1 | -2 | -10 | -12 | 15 | 13 | 5 | -11 | 7 | 2 | -21 | 10
CCOc1ccc(S(=O)(=O)Nc2ccc(C(=O)NCC(c3ccccc3)N(C)C)cc2)cc1 (stereo unspecified) | -16 | -2 | -3 | -10 | 0 | -6 | -15 | -16 | -6 | -7 | -15
COc1ccc(-n2c(Cc3cccn3C)nnc2SCC(=O)NCCc2ccccc2)cc1 | -9 | 0 | 6 | -19 | 20 | 1 | 1 | 2 | -18 | -3 | 1
O=C(NCCCn1ccnc1)c1cc2c(s1)CCCCC2 | -29 | 14 | -11 | -30 | 10 | 11 | 4 | -17 | 6 | -12 | -19
COc1ccc(OC)c(C2c3c(oc4ccccc4c3=O)C(=O)N2CCCN(C)C)c1 (stereo unspecified) | -6 | -3 | -1 | 1 | -3 | -10 | -17 | 2 | -13 | -11 | -27
Cc1ccc(NCC(=O)N/N=C/c2ccc(OC(=O)c3ccco3)cc2)cc1 | 1 | -29 | 10 | -19 | -6 | 10 | 2 | 8 | 22 | -22 | -18
O=C(CCCc1ccccc1)NCCC1=CCCCC1 | -1 | -39 | -15 | -5 | -19 | -4 | -10 | -17 | 4 | -7 | 8
N/C(=N\OC(=O)Cc1ccc(Cl)cc1)c1cccnc1 | . | -14 | 1 | 25 | -4 | -1 | . | 14 | 10 | -8 | -47
O=C(N[C@@H](Cc1ccccc1)C(=O)OCc1ccccc1)c1nc[nH]c1C(=O)NCc1ccccc1 | 3 | -3 | 6 | 25 | -28 | 6 | 5 | 10 | -14 | 1 | 2
O=C(CN(Cc1ccc(F)cc1)C(=O)Cn1nnc2ccccc21)NCC1CCCO1 (stereo unspecified) | 10 | 7 | -3 | 3 | 11 | 2 | 6 | 0 | 23 | -1 | 8
CC(NC(=O)c1cccnc1)c1ccc2c(c1)OCO2 (stereo unspecified) | -16 | -8 | -9 | 0 | 3 | -8 | -20 | 0 | 15 | -3 | -16
Cc1nn(-c2nc3ccccc3s2)c(C)c1Oc1ccccc1O | . | 62* | -12 | -259 | 47 | 0 | . | -165 | 9 | -73 | -86
Cc1sc(NC(=O)c2cccs2)c(C(N)=O)c1C | -18 | -61 | -7 | -14 | -24 | 2 | -36 | -35 | 12 | -47 | -57

As entered above:
O=C(NCCCn1ccnc1)c1cc2c(s1)CCCCC2 in SRC2 inh reads -29
O=C(CN(Cc1ccc(F)cc1)C(=O)Cn1nnc2ccccc21)NCC1CCCO1 (stereo unspecified) in SRC3 inh reads 0

Compound activity (PubChem BioAssay)
